NF-kB expr up = activators of NF-kB expression in neurons, primary screen, cell-based, HTS; AID 1239, 2008; fold change at 12.5 µM; 190,000 tested, 1.6% active; human neuronal cells, NF-kB reporter expression; active compounds read high; in the data active means fold change above about 3.3
FLuc inhib CS = firefly luciferase enzyme inhibitors, primary screen, artefact control for luciferase-based inhibitor screens, biochemical, luminescence, ATPLite | Luciferin 4-monooxygenase (Photinus pyralis), P08659 | 10 min | inhibition, % at 10 µM | 200,000 tested, 1.5% active | AID 1006, 2008;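 active means inhibition above about 50% when tested at 10 µM, limit read from the data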
Target sequence (P08659 whole entry, looked up): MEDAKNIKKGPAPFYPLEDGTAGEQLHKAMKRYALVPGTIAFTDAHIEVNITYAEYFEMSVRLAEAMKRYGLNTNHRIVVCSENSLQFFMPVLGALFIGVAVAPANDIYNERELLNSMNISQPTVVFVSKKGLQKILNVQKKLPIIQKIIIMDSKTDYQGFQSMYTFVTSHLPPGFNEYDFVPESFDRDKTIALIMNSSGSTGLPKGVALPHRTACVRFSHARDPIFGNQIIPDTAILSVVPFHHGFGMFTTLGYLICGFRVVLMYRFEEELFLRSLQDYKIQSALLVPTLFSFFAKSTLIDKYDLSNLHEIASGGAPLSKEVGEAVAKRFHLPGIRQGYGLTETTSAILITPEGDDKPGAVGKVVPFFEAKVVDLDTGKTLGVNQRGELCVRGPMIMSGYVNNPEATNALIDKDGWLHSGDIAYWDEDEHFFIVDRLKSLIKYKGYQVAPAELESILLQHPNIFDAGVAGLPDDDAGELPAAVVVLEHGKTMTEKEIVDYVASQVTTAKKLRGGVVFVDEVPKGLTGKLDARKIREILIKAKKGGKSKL
G6PDH CS = L. mesenteroides G6PDH inhibitors, counter-screen for G6PDH-coupled screening assays, biochemical, Leuconostoc mesenteroides enzyme; glucose-6-phosphate dehydrogenase [Leuconostoc mesenteroides]; Purified L. mesenteroides G6PDH, diaphorase/resazurin coupled fluorescence, 45 min; inhibition, % at 5 µM; 200,000 tested, 0.12% active; in the data active means inhibition above about 50%
Redox H2O2 prof = compounds producing H2O2 with reducing agent – biochemical, NIH compound library profiling, artefact control for MLSCN library redox annotation, primary screen; DTT-dependent redox cycling H2O2, phenol red/HRP absorbance; 100% = 100 µM peroxide control, 0% = buffer; activation, % at 10 µM; 200,000 tested, 0.03% active; AID 878, 2007;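 active means activation of at least 50% relative to the plate's high and low controls in the primary single-dose screen; inactive means activation below 50%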;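 further: compound incubated with DTT at 0.8 mM final as the reducing agent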
FLuc act counter = FLuc activators, initial screening, artefact control for FLuc-dependent activation tests, biochemical, ATPlite luminescence | Luciferin 4-monooxygenase (Photinus pyralis), P08659 | ATPlite luciferase biochemical, 10 min; 0 = ATP-free wells, 1 = DMSO control | activation factor at 10 µM | 200,000 tested, under 10 active | AID 1027, 2008;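 active means luciferase activation factor, scaled between plate controls, of at least 2 with compound at 10 µM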
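Assay system: Luciferase/luciferin reagent mix; Medium: PBS as buffer for the ATP substrate; Dosing: test compounds dosed from 2 mM stocks in 100% DMSO; Times: 10 min, room temperature; Signal: luminescence from luciferase reaction; Read-out: luciferase activation; Controls: No-ATP low control, compound-free enzyme-plus-ATP high control.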
APP 5'UTR act = activators of APP 5'UTR luciferase reporter, primary screen, SH-SY5Y cells; SH-SY5Y APP 5'UTR luciferase reporter, luminescence; zero percent = DMSO vehicle wells; 190,000 tested, 1% active; activation, % at 2 µM; AID 1276, 2008;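 active means activation above a set limit, based on mean plus 3 SD of controls, cut at about 140% in these data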; further: values of inactives mirror those of a sister screen read the other way
APP 5UTR inh = inhibitors of APP translation via 5'UTR reporter, primary screen, APP 5'UTR luciferase, SH-SY5Y cells; 190,000 tested, 0.82% active; SH-SY5Y APP 5'UTR-luciferase reporter, luminescence; inhibition, % at 2 µM;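 active means inhibition above a set limit, derived from the sample mean plus 3 SD, cut at about 45% in these data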; further: values of inactives mirror those of a sister screen read the other way
Hsp70 act = Hsp70 transcriptional activators, primary screen, cell-based, HeLa, Hsp70 promoter luciferase, luminescence, 10 µM; HeLa Hsp70 promoter luciferase reporter; scaled: vehicle 0, proteasome-inhibitor control 100%; activation, % at 10 µM; 200,000 tested, 0.04% active; AID 1203, 2008;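 active means activation above the mean across all tested compounds plus 3 SD, cutoff set per campaign, cut at about 5.5% in these data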;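 further: 100% = MG132 at 30 µM as the positive control and 0% = DMSO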
STAT1 act = STAT1 signaling activators, primary screen, cell-based, HTS, luciferase reporter | NIH 3T3 STAT1-luciferase reporter, IFN-gamma, luminescence; 100% = IFN-gamma alone, no compound | activation (% of control), % at 5.5 µM | 200,000 tested, 2.6% active | AID 932, 2007;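 active means activation above the screen-wide mean activation plus 3 SD, cut at about 130% in these data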;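 further: raw ratio to IFN-gamma control signal so 100% means no change and 0% no light; values of inactives mirror those of a sister screen read the other way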
Efa HMGR inh = inhibitors of E. faecalis class II HMGR, primary screen, biochemical, Enterococcus faecalis; purified E. faecalis HMGR, NADPH absorbance 340 nm kinetic; HMG-CoA reductase (Enterococcus faecalis, mvaE); 190,000 tested, 0.41% active; inhibition, % at 10 µM;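 active means inhibition above a set limit, the median over all tested compounds plus 3 SD, cut at about 9.5% in these data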;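 further: enzyme runs in reverse so mevalonate oxidation gives rising NADPH absorbance; 0% = complete reaction with DMSO and 100% = background rate lacking mevalonate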
An asterisk follows results filed as active; / = no result given.

nr | Structure | STAT1 act | Redox H2O2 prof | Efa HMGR inh | APP 5UTR inh | G6PDH CS | FLuc act counter | NF-kB expr up | APP 5'UTR act | Hsp70 act | FLuc inhib CS
1 | Cc1ccc(OCC(=O)N(Cc2ccccc2)C(C)(C)C)c([N+](=O)[O-])n1 | 93 | 0.2 | -7 | -7 | 1 | 1 | 1.1 | 7 | -0.2 | -2
2 | CCN1C(=O)/C(=C2\Sc3ccccc3N2CC)OC1=S | 102 | -0.7 | -3 | -1 | -2 | 1.1 | 1.1 | 1 | -0.1 | -9
3 | COC(=O)C1=C(C(C)=O)C(c2ccc(C)cc2)n2nnnc2N1 (configuration not stated) | 90 | 0.3 | 0 | 0 | 4 | 1 | 1.1 | 0 | -0.6 | -1
4 | Cn1cccc1/C=N/n1cnnc1 | 99 | -0.8 | -4 | -10 | 0 | 1.1 | 1.1 | 10 | -0.1 | -5
5 | CNc1ccc(NC(C)=O)cc1[N+](=O)[O-] | 100 | -0.1 | 1 | -18 | -9 | 1 | 1.1 | 18 | -0.1 | -4
6 | CC1(C)CC(=O)C=C(NCc2ccco2)C1 | 100 | 0.1 | / | 8 | 4 | 1.1 | / | -8 | -0.3 | -7
7 | CCO[C@@H]1OC(C(=O)N2CCN(Cc3ccccc3)CC2)=C[C@H](C)[C@H]1CCCO | 94 | 0.2 | -5 | 12 | 0 | 1 | 1 | -12 | -0.4 | 4
8 | COc1ccc(S(=O)(=O)N2CCC(O)(c3cccnc3)CC2)cc1OC | 102 | -1.2 | -5 | -16 | -5 | 1 | 1.1 | 16 | 0.5 | -4
9 | CC(C)CC(NC(=O)C(NC(=O)C1OC2OC(C)(C)OC2C2OC(C)(C)OC12)C(C)C)C(=O)O (configuration not stated) | 100 | 0.8 | -3 | -7 | 9 | 1.1 | 0.97 | 7 | 0.2 | -8
10 | C/C(=N\Nc1ccc(Cl)cc1)c1ccccn1 | 119 | -0.4 | 2 | -54 | -3 | 1 | 2.9 | 54 | 0.1 | -3
11 | N#Cc1ccccc1NC(=O)Nc1cccc(Cl)c1 | 104 | -0.2 | -4 | 10 | 1 | 1 | 1.2 | -10 | -0.3 | -3
12 | COc1ccc2cc(C3(C)NC(=O)N(CC(=O)NCCC4=CCCCC4)C3=O)ccc2c1 (configuration not stated) | 100 | 0.3 | -4 | / | -4 | 1.1 | 0.96 | / | -0.3 | -9
13 | O=C1C2C3C=CC(C3)C2C(=O)N1c1cccc(-c2nc3ccccc3o2)c1 (configuration not stated) | 102 | 0.2 | -1 | 13 | 8 | 1 | 0.98 | -13 | 0.1 | -5
14 | O=C(Cc1cn2ccsc2n1)Nc1nc2c(s1)CCCC2 | 104 | 0.0 | -7 | 3 | 0 | 1 | 1.3 | -3 | -0.4 | 2
15 | COc1ccc(C(=O)N/C(=C\c2ccco2)C(=O)NC2CCS(=O)(=O)C2)cc1 (configuration not stated) | 98 | -0.7 | -4 | -13 | 4 | 1 | 0.97 | 13 | -0.4 | -2
16 | C=CCOc1nc(N(C)C)nc(N(C)C)n1 | 101 | 0.6 | 3 | -4 | 6 | 1.2 | 1.1 | 4 | -0.4 | -17
17 | COc1ccccc1CNC(=O)c1ccccc1N | 103 | 0.4 | 3 | -11 | 2 | 1.1 | 1.3 | 11 | -0.1 | -5
18 | COc1ccccc1CNC(=O)c1ccccc1OC | 103 | -0.3 | 0 | / | 2 | 1 | 1 | / | -0.3 | -5
19 | Cc1ccc(OCC(=O)n2cnnc2N)c(C)c1 | 103 | -3.1 | -4 | -2 | 1 | 1 | 1.2 | 2 | 0.3 | 4
20 | COc1ccc(-c2c3c(=O)n(C)c(=O)n(C)c3cn2-c2cc(OC)ccc2OC)cc1 | 105 | -0.1 | -6 | -3 | -1 | 1.1 | 0.96 | 3 | -0.3 | -7
21 | Cc1cc(-c2c(C)[nH]n(-c3ccccc3)c2=O)n(-c2ccccc2)n1 | 104 | 2.1 | -2 | -6 | 3 | 1.1 | 1.1 | 5 | -0.4 | -9
22 | CCn1c(COc2cccc(C)c2)nnc1SCC(=O)N1CCCC1 | 94 | -0.6 | -1 | 10 | 13 | 1 | 1.1 | -10 | -0.1 | -3
23 | COc1cc(C(C(=O)NC(C)(C)C)N(C(=O)CNC(=O)c2cccs2)c2ccccc2)cc(OC)c1OC (configuration not stated) | 95 | 1.0 | 2 | 9 | 0 | 1.1 | 1.4 | -9 | -0.3 | -7
24 | CCC(C)NS(=O)(=O)c1ccc(OCC(=O)NCC2CCCO2)cc1 (configuration not stated) | 101 | -3.1 | -1 | 8 | 20 | 1 | 1.1 | -8 | 0.7 | -4

Profiles, looked up by structure. Values in the order: STAT1 act, Redox H2O2 prof, Efa HMGR inh, APP 5UTR inh, G6PDH CS, FLuc act counter, NF-kB expr up, APP 5'UTR act, Hsp70 act, FLuc inhib CS
COc1cc(C(C(=O)NC(C)(C)C)N(C(=O)CNC(=O)c2cccs2)c2ccccc2)cc(OC)c1OC (configuration not stated) across the screens: 95, 1.0, 2, 9, 0, 1.1, 1.4, -9, -0.3, -7
CC1(C)CC(=O)C=C(NCc2ccco2)C1 across the screens: 100, 0.1, /, 8, 4, 1.1, /, -8, -0.3, -7
Cn1cccc1/C=N/n1cnnc1 across the screens: 99, -0.8, -4, -10, 0, 1.1, 1.1, 10, -0.1, -5
CCC(C)NS(=O)(=O)c1ccc(OCC(=O)NCC2CCCO2)cc1 (configuration not stated) across the screens: 101, -3.1, -1, 8, 20, 1, 1.1, -8, 0.7, -4
O=C(Cc1cn2ccsc2n1)Nc1nc2c(s1)CCCC2 across the screens: 104, 0.0, -7, 3, 0, 1, 1.3, -3, -0.4, 2

New compounds follow:
nr | Structure | STAT1 act | Redox H2O2 prof | Efa HMGR inh | APP 5UTR inh | G6PDH CS | FLuc act counter | NF-kB expr up | APP 5'UTR act | Hsp70 act | FLuc inhib CS
25 | C=CCn1c(CNC(=O)c2cccs2)nnc1SCC(=O)c1ccc(Br)cc1 | 99 | 1.5 | -3 | 7 | -1 | 1 | 0.91 | -7 | 0.0 | -5
26 | COc1cc(/C=N/Nc2snc(SC)c2C#N)cc(OC)c1OC | 92 | 1.3 | -5 | 8 | 7 | 1 | 1.7 | -8 | -0.3 | -1
27 | COc1ccc(C(=O)N2c3ccc(F)cc3CCC2C)cc1OC (configuration not stated) | 98 | -0.8 | 0 | -32 | 0 | 1.1 | 1 | 32 | -0.4 | -8
28 | CCCCn1c(SCC(=O)NCc2ccco2)nc2cc(S(N)(=O)=O)ccc21 | 92 | 1.6 | -1 | -9 | 13 | 1 | 1.1 | 9 | -0.3 | -2
29 | CCC(=O)N1CCN(c2ccccc2NC(=O)COc2cc(C)ccc2C(C)C)CC1 | 100 | 0.3 | -6 | 39 | 0 | 1 | 0.45 | / | -0.1 | -3
30 | Cc1ccsc1C(=O)N/N=C/C=C/c1ccccc1[N+](=O)[O-] | 116 | 0.0 | -2 | -46 | 1 | 0.9 | 1.2 | 46 | -0.1 | 5
31 | CS(=O)(=O)c1cccc(C(=O)NCc2ccc(F)cc2)c1 | 99 | 0.1 | 3 | 1 | 2 | 1 | 1 | -1 | 0.1 | -4
32 | CCOC(=O)C1=C(C)NC(=O)C1CC(=O)O (configuration not stated) | 100 | -0.2 | -9 | 14 | -6 | 1 | 1.4 | -13 | -0.3 | -5
33 | Cc1ccc2c(c1)NC(=O)C(N1CCOCC1)(C(F)(F)F)O2 (configuration not stated) | 102 | -0.3 | 1 | 11 | 3 | 1 | 1.4 | -11 | -0.2 | -4
34 | Cc1cccc(CSc2nc(N)c(C#N)c(-c3cccs3)c2C#N)c1 | 86 | 0.4 | 2 | 2 | 4 | 1 | 0.72 | -2 | -0.2 | -4
35 | Cc1onc(-c2ccccc2)c1C(=O)Nc1ccc2c(C)cc(=O)oc2c1 | 103 | -2.0 | -5 | 6 | 5 | 1 | 0.68 | -6 | 0.0 | -5
36 | COc1cc(C(C#N)N2CCOCC2)ccc1O (configuration not stated) | 110 | -0.3 | 1 | 1 | 20 | 1 | 1.1 | -1 | -0.2 | -4

The last 2 entries of the part before are carried over, then new ones follow:
nr | Structure | STAT1 act | Redox H2O2 prof | Efa HMGR inh | APP 5UTR inh | G6PDH CS | FLuc act counter | NF-kB expr up | APP 5'UTR act | Hsp70 act | FLuc inhib CS
35 | Cc1onc(-c2ccccc2)c1C(=O)Nc1ccc2c(C)cc(=O)oc2c1 | 103 | -2.0 | -5 | 6 | 5 | 1 | 0.68 | -6 | 0.0 | -5
36 | COc1cc(C(C#N)N2CCOCC2)ccc1O (configuration not stated) | 110 | -0.3 | 1 | 1 | 20 | 1 | 1.1 | -1 | -0.2 | -4
37 | Cn1c(C(=O)N2CCCC(C(=O)NCc3ccc4c(c3)OCO4)C2)cc2sccc21 (configuration not stated) | 97 | -1.2 | -4 | 31 | 4 | 1.1 | 0.91 | -31 | 0.0 | -6
38 | COCCOC(=O)c1c(C)oc2ccc(OC(=O)c3ccco3)cc12 | 107 | -0.3 | -8 | -18 | -2 | 1 | 2 | 17 | -0.3 | 2
39 | CN(CC(O)CN)CC(O)CN1CCCCC1 (configuration not stated) | 100 | -0.1 | 1 | -7 | 8 | 1.1 | 1.4 | 7 | -0.1 | -7
40 | O=C(COc1ccc(Cl)cc1Cl)Nc1nc2n(n1)C(c1ccccc1)CC(=O)N2 (configuration not stated) | 102 | 1.4 | -1 | / | 6 | 1.1 | 0.93 | / | -0.3 | -5
41 | O=S(=O)(Nc1cccc(-c2cn3cccnc3n2)c1)c1ccc(-c2ccccc2)cc1 | 92 | 1.4 | -5 | 7 | 7 | 1 | 1.2 | -7 | -0.3 | 0
42 | COc1cc(-c2nnc(SCC(=O)N(C)C3CCS(=O)(=O)C3)o2)cc(OC)c1OC (configuration not stated) | 96 | -0.2 | 1 | -6 | 7 | 1 | 1.5 | 6 | -0.1 | 1
43 | Cc1ccc(S(=O)(=O)N(C)c2ccc(OCC(=O)OCc3c(C)noc3C)cc2)cc1 | 103 | 2.1 | 0 | -6 | -8 | 1.1 | 0.98 | 6 | -0.2 | -6
44 | COc1ccc(C(C(=O)NC2CCCC2)N(C(=O)c2snc(-c3ccc(F)cc3)c2N)c2ccccc2)cc1 (configuration not stated) | 100 | 3.3 | 0 | 2 | 12 | 1.1 | 1.1 | -2 | -0.4 | -8
45 | CCOC(=O)c1ccc(N2C(=O)CC(N3CCC(Nc4ccc(F)cc4)CC3)C2=O)cc1 (configuration not stated) | 92 | -0.5 | -1 | 17 | -3 | 1 | 1.4 | -17 | -0.2 | -4
46 | CC(C)c1cc(C(=O)Nc2cc(Br)ccc2O)no1 | 102 | 0.1 | -6 | -38 | 12 | 1 | 7.5* | 38 | 0.0 | 5
47 | NC(=O)CSc1nc2ccc([N+](=O)[O-])cc2[nH]1 | 98 | -0.8 | -1 | -1 | -7 | 1 | 0.95 | 1 | -0.2 | -1
48 | c1ccc(CC2CCN(Cc3nc(-c4ccccc4)no3)CC2)cc1 | 108 | 0.2 | 1 | -1 | -17 | 1 | 1.4 | 1 | 0.1 | -3
